PERK inhibitor = inhibitors of human PERK kinase; CHO PERK-DD fusion, SEAP luminescence translation reporter; 220,000 tested, 0.17% active; AID 1416; inhibition, % at 5.6 µM;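 active = inhibition above the mean inhibition of all tested compounds plus 3 SD, set separately per screening campaign, cut at about 2.9% in these data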;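 also: PERK kinase domain activated by AP20187 dimerizer at 100 nM; 0% = DMSO with dimerizer and 100% = rapamycin at 8.4 µM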
thrombin 1536 = thrombin (human) inhibition; inhibition, % at 5 µM; alpha-thrombin, Boc-VPR-AMC fluorogenic substrate cleavage; 220,000 tested, 0.26% active; P00734; AID 1046;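 active = inhibition at or above 40%; inactive = inhibition below 40%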;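 also: 0% = enzyme with no compound and 100% = wells without enzyme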
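Material: Human alpha-thrombin protein | Buffer or medium: pH 7.5 Tris-saline with Tween 20 | Reagent: Boc-VPR-AMC substrate, 15 µM final | Schedule: Reaction at ambient temperature | Detection: AMC fluorescence at 355 nm excitation and 460 nm emission | Evaluation: Percent inhibition scaled between no-compound controls and no-enzyme blanks | Controls: no-compound enzyme wells and no-enzyme blanks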
Cl transport mod = modulators of human KCC2 chloride dependent transport. 190,000 tested, 2.2% active. B-score of Tl+ flux slope (higher = more flux/activation; lower = inhibition) at 10 µM. KCC2 cells, thallium flux FluoZin-2 fluorescence;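 active = thallium flux slope and its plate-corrected score both differing from the plate sample mean at a set confidence after two filtering rounds, in either direction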;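 also: slope of fluorescence scaled to starting intensity during 10 to 20 s after thallium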
FXIIa inh = inhibitors of human coagulation factor XIIa; 220,000 tested, 0.3% active; inhibition, % at 5 µM; AID 800; purified FXIIa, Boc-QGR-AMC fluorogenic substrate, 2 h; in the data active = inhibition above about 40%;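 also: 0% = enzyme with no compound and 100% = blank without enzyme; many of its hits are not listed in these tables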
KLK5 inh = inhibitors of human kallikrein 5; 210,000 tested, 0.59% active; Q9Y337; recombinant hK5, fluorogenic AMC substrate cleavage; inhibition, % at 5 µM;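 active = inhibition of 40% or more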;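 also: 0% = enzyme controls without compound and 100% = no-enzyme blanks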
Target sequence (Q9Y337 67-293 limits assumed): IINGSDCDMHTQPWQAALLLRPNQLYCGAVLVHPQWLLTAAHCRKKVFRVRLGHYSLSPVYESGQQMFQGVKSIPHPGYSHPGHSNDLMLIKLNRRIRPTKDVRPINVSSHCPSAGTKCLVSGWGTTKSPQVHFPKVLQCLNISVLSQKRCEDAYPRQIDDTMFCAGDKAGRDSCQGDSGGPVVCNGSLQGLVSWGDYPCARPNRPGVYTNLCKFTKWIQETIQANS
Wee1 degr inh = blocks degradation of human Wee1 kinase; P30291; HeLa Luc-Wee1K328M stability, luciferase luminescence; 100% = proteasome inhibitor MG132 effect; reporter increase, % at 5 µM; 220,000 tested, 1.2% active; AID 1321;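 active = activation above the mean of all tested compounds plus 3 SD, set per screening run, cut at about 8.8% in these data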;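 also: cells exposed to compound for 20 h before luminescence read; 0% = DMSO alone and 100% = MG132 at 30 µM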
Furin inh = inhibitors of human furin; purified furin, fluorogenic substrate cleavage; inhibition, % at 30 µM; 220,000 tested, 0.061% active; in the data active = inhibition above about 25%; also: inactives centre near -15
FXIa inh = blocks human coagulation factor XIa protease activity; P03951; purified FXIa, Boc-Glu-Ala-Arg-AMC fluorogenic substrate; inhibition, % at 5 µM; 220,000 tested, 0.14% active;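 active = inhibition of at least 40%; inactive = inhibition below 40%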;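 also: fluorescence of freed AMC excited at 355 nm; 0% = enzyme without compound and 100% = no enzyme blank; many of its hits are not listed in these tables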
Target sequence (P03951 19-387 limits assumed): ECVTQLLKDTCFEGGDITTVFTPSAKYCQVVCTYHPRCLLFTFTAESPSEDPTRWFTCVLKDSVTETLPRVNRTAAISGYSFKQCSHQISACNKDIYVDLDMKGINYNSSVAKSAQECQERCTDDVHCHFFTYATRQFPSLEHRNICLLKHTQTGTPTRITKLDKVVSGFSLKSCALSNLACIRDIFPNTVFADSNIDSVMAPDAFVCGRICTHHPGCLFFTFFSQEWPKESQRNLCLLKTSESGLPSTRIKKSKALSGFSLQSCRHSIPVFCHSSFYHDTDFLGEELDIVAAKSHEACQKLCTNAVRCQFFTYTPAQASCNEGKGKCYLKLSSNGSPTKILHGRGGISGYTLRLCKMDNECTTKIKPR
Target sequence (P03951 388-625 limits assumed): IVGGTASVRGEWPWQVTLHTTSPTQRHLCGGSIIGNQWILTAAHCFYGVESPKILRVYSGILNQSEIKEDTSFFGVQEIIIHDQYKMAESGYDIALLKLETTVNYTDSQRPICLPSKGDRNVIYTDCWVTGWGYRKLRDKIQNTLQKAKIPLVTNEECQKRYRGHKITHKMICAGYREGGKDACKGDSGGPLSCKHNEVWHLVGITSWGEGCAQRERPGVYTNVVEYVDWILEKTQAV
p97 inhibitor = human p97 ATPase inhibition; P55072; recombinant p97 ATPase, Kinase-Glo ATP luminescence, 3 h; inhibition, % at 8 µM; 220,000 tested, 0.42% active; in the data active = inhibition above about 15%;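 also: 0% = DMSO vehicle and 100% = wells lacking enzyme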
* = called active by the depositor; i = inactive; x = not tested or not shown; & = joins results of further samples; [ ] = remark or other dose.

no.	Wee1 degr inh	FXIa inh	thrombin 1536	Cl transport mod	p97 inhibitor	KLK5 inh	Furin inh	FXIIa inh	PERK inhibitor	molecule
1	-1	-7	11	0.32	5	-4	-25	1	0.8	COc1cc(CC(=O)OCC(=O)NC2CC2)cc(OC)c1OC
2	1	5	-4	x	-3	-3	-14	7	-1.1	Cc1ccc(N(CC(=O)Nc2ccc3c(c2)OCCO3)S(=O)(=O)c2c(C)n[nH]c2C)cc1
3	4	20	1	-0.23	2	-8	-13	5	1.0	O=S(=O)(Cc1cc(Cl)nc(-c2ccncc2)n1)c1ccccc1
4	2	7	1	-0.56	-3	5	-23[20 µM]	11	-1.1	COC(=O)C(C)Oc1ccc2c3c(c(=O)oc2c1)CCCCC3 (centres undefined)
5	5	5	3	0.22	1	0	3[20 µM]	13	-0.1	COCCNC(=O)C1CCC(Cn2c(=S)[nH]c3ccccc3c2=O)CC1 (centres undefined)
6	2	-3	-2	i	6	-43	-15	-10	-0.1	COc1ccc(C2CC(c3cccs3)=NN2c2ccc(C=O)cc2)cc1 (centres undefined)
7	3	6	2	-0.091	2	7	10	16	-0.1	CCOc1ccc(C(=O)CN2CCN(S(=O)(=O)c3ccc(Cl)cc3)CC2)cc1
8	4	4	-4	-0.7	12	-5	-17	4	1.2	CCn1c(SCC(=O)N/N=C/c2ccncc2)nc2ccccc21
9	-2	2	0	-0.054	-3	-24	-24	13	-0.7	CCn1c(COc2ccccc2C)nnc1SCC(=O)NC1CCCC1
10	1	7	-3	-0.4	3	-12	-13	13	0.8	Cc1ccc(-c2cc3c(n2-c2ccc(C(=O)O)cc2)CCCC3=O)cc1
11	-1	-8	-6	0.81	0	-3	-10[20 µM]	-1	0.5	COc1cccc(N2C(=O)CC(N3CCN(C(=O)c4ccco4)CC3)C2=O)c1 (centres undefined)
12	3	1	-3	0.63	6	-2	-29	0	0.5	Fc1ccc(NC(=S)Nc2cccc3cnccc23)cc1
13	-1	-4	1	x	2	-4	-15[20 µM]	5	-1.1	O=C(CCn1nc(-c2ccc(Cl)cc2)ccc1=O)NCc1cccnc1
14	3	19	2	0.056	-1	-7	-11	27	1.6	Cc1ccc(S(=O)(=O)Nc2ccc(-c3nnc(SCC#N)n3C)cc2)cc1
15	4	4	2	x	1	3	-19	14	0.9	CCOc1ccc(N2CCCn3c2nc2c3c(=O)n(CCc3ccccc3)c(=O)n2C)cc1
16	1	-4	1	0.43	1	-8	-23	3	0.4	O=C(COc1ccccc1)NCc1ccc(-n2cccc2)cc1
17	2	-2	-13	0.36	1	-23	-16	1	-0.4	Cc1nn(C)c(C)c1NC(=O)CSc1nnc(C)n1-c1ccccc1
18	1	-4	0	-0.44	-1	-10	-13	9	1.6	O=C(c1cccn(Cc2ccc(C(F)(F)F)cc2)c1=O)N1CCOCC1
19	-4	1	-2	-0.91	1	-4	-24	-4	-0.1	COc1ccc(CC(=O)NC(C)CCc2ccccc2)cc1 (centres undefined)
20	-1&-5	1	-1	-0.82&-0.23	3&0	-14	-14	-2	0.8&0.1	c1cnc(N2CCN(Cc3ccc4c(c3)OCO4)CC2)nc1
21	0	2	1	x	-1	7	-9	9	0.4	O=[N+]([O-])c1ccc(-c2cc(-c3ccncc3)nc3ccc4ccccc4c23)cc1
22	3	-2	1	-2.3	-6	-10	-3[20 µM]	9	-1.8	CN(C)c1oc(-c2ccccc2Cl)nc1P(=O)(c1ccccc1)c1ccccc1
23	1	-15	-4	-0.17	-5	2	-24	13	-1.3	CCN(CC)S(=O)(=O)c1ccc2c(c1)nc(CCC(=O)OCc1c(C)noc1C)n2C
24	-1	10	1	0.31	0	7	-28	7	0.8	COCc1cc(=O)[nH]c2c1c(-c1ccccc1)nn2C
25	1	-9	-5	x	1	-2	-12	1	-0.2	CC1=C(C)CS(=O)N(S(=O)(=O)c2ccc(Cl)cc2)C1 (centres undefined)
26	-1	8	6	-0.3	1	-2	-16[20 µM]	15	1.0	CC(C)(Oc1ccc(Cl)cc1)C(=O)NC1CCSC1=O (centres undefined)
27	-2	4	-6	x	-1	-3	-14[20 µM]	0	0.3	COC(=O)c1ccc(-n2c(C)ccc2-c2ccccc2)cc1
28	4	-4	-7	-0.41	-3	-12	0	1	-0.3	O=C(NNC(=O)c1cccs1)c1ccc(Cl)c([N+](=O)[O-])c1
29	-1	6	3	x	0	3	-20[20 µM]	6	1.4	CC(C)OC(=O)c1sc2nc(-c3ccccc3)ccc2c1N
30	4	2	-8	-0.19	3	-7	-16	13	0.3	Cc1ccc2nc(SCC(=O)Nc3c(F)cccc3F)[nH]c2c1
31	-1	-8	-1	-0.57	2	-3	-6	4	0.0	Cc1[nH]nc2c1/C(=N\O)CCC2
32	1	0	-5	x	-8	15	2	7	-1.6	CCOC(=O)c1[nH]c2ccc(OC)cc2c1NC(=O)c1ccc2c(c1)OCO2

13 compounds from above, arranged by length of the SMILES, lowest first:
no.	Wee1 degr inh	FXIa inh	thrombin 1536	Cl transport mod	p97 inhibitor	KLK5 inh	Furin inh	FXIIa inh	PERK inhibitor	molecule
31	-1	-8	-1	-0.57	2	-3	-6	4	0.0	Cc1[nH]nc2c1/C(=N\O)CCC2
19	-4	1	-2	-0.91	1	-4	-24	-4	-0.1	COc1ccc(CC(=O)NC(C)CCc2ccccc2)cc1 (centres undefined)
26	-1	8	6	-0.3	1	-2	-16[20 µM]	15	1.0	CC(C)(Oc1ccc(Cl)cc1)C(=O)NC1CCSC1=O (centres undefined)
29	-1	6	3	x	0	3	-20[20 µM]	6	1.4	CC(C)OC(=O)c1sc2nc(-c3ccccc3)ccc2c1N
27	-2	4	-6	x	-1	-3	-14[20 µM]	0	0.3	COC(=O)c1ccc(-n2c(C)ccc2-c2ccccc2)cc1
30	4	2	-8	-0.19	3	-7	-16	13	0.3	Cc1ccc2nc(SCC(=O)Nc3c(F)cccc3F)[nH]c2c1
25	1	-9	-5	x	1	-2	-12	1	-0.2	CC1=C(C)CS(=O)N(S(=O)(=O)c2ccc(Cl)cc2)C1 (centres undefined)
17	2	-2	-13	0.36	1	-23	-16	1	-0.4	Cc1nn(C)c(C)c1NC(=O)CSc1nnc(C)n1-c1ccccc1
18	1	-4	0	-0.44	-1	-10	-13	9	1.6	O=C(c1cccn(Cc2ccc(C(F)(F)F)cc2)c1=O)N1CCOCC1
28	4	-4	-7	-0.41	-3	-12	0	1	-0.3	O=C(NNC(=O)c1cccs1)c1ccc(Cl)c([N+](=O)[O-])c1
22	3	-2	1	-2.3	-6	-10	-3[20 µM]	9	-1.8	CN(C)c1oc(-c2ccccc2Cl)nc1P(=O)(c1ccccc1)c1ccccc1
32	1	0	-5	x	-8	15	2	7	-1.6	CCOC(=O)c1[nH]c2ccc(OC)cc2c1NC(=O)c1ccc2c(c1)OCO2
23	1	-15	-4	-0.17	-5	2	-24	13	-1.3	CCN(CC)S(=O)(=O)c1ccc2c(c1)nc(CCC(=O)OCc1c(C)noc1C)n2C

A second format for part of the listing above:
cpd | Compound | Wee1 degr inh | FXIa inh | thrombin 1536 | Cl transport mod | p97 inhibitor | KLK5 inh | Furin inh | FXIIa inh | PERK inhibitor
7 | CCOc1ccc(C(=O)CN2CCN(S(=O)(=O)c3ccc(Cl)cc3)CC2)cc1 | 3 | 6 | 2 | -0.091 | 2 | 7 | 10 | 16 | -0.1
8 | CCn1c(SCC(=O)N/N=C/c2ccncc2)nc2ccccc21 | 4 | 4 | -4 | -0.7 | 12 | -5 | -17 | 4 | 1.2

Next section
no.	Wee1 degr inh	FXIa inh	thrombin 1536	Cl transport mod	p97 inhibitor	KLK5 inh	Furin inh	FXIIa inh	PERK inhibitor	molecule
33	-4	-1	-8	x	-3	-22	-14	25	0.8	CCOc1cccc(N2C(=O)CC(NCc3ccc(S(N)(=O)=O)cc3)C2=O)c1 (centres undefined)
34	-1	-2	-4	-2.1	4	-6	-15[20 µM]	-15	2.5	CSc1ccc(-c2nnn(CC(=O)NCc3ccccc3)n2)cc1
35	-2	2	-3	0.49	1	-13	-17	4	0.5	COCCn1c(=NC(=O)c2cc(Cl)sc2Cl)sc2cc(S(N)(=O)=O)ccc21
36	2	-2	13	-0.0026	8	-1	-26	1	0.8	CN1CCN(C(=O)CSc2ccc(Cl)cc2)CC1
37	-3	8	1	-1	-3	-26	-21[20 µM]	8	0.8	CN1C(C)(C)CC(=NOC(=O)c2ccccc2)CC1(C)C
38	-2	-7	-9	1.4	-5	-12	-4	-8	-1.1	CC(=O)c1c(C)[nH]c(C(=O)Nc2nc(-c3ccc(-c4ccccc4)cc3)cs2)c1C
39	2	-7	-7	-1.1	-5	-18	-10	5	-0.8	C=CCOc1ccc(/C=N/NC(=O)C(C)Sc2ccccn2)cc1OC (centres undefined)
40	0	0	-4	0.066	-2	3	-25	2	0.4	CCc1ccc(C(=O)/C=C/Nc2ccc(S(=O)(=O)Nc3cnc4ccccc4n3)cc2)cc1
41	0	30	6	0.25	-1	19	-3	26	0.7	COc1ccccc1OC(=O)CCc1nc2ccccc2s1
42	-1	-3	-5	1.3	3	-26	-12	4	1.4	COCCCN(C(=S)Nc1cccc(Cl)c1)C(C)c1ccncc1 (centres undefined)
43	0	-9	10	0.39	-4	28	-15	6	-0.4	Cc1nn(Cc2ccc(F)cc2)c(C)c1NC(=O)CCCn1nc([N+](=O)[O-])cc1C
44	3	0	-6	0.00076	-2	3	-21	7	0.8	CCCC(c1nnnn1C(C)(C)C)N1CCN(c2ccccc2)CC1 (centres undefined)
45	1	0	-3	-1.8	1	-15	-7[20 µM]	-6	0.0	CCCc1cc(C(=O)Nc2nccs2)cs1
46	-2	11	0	-0.025	-3	14	-23[20 µM]	14	-0.8	O=C(c1cc(C2CC2)nc2ccccc12)N1N=C(C(F)F)CC1(O)C(F)F (centres undefined)
47	-1	-7	-1	-0.54	-1	-8	-4[20 µM]	10	0.2	CC(C)(C)OC(=O)N1CCCC1C(=O)NC(Cc1ccccc1)C(=O)O (centres undefined)
48	1	-1	-7	-0.57	3	0	-14	10	0.5	COc1ccc(-n2c(=O)c3ccccc3n(CC(=O)OCc3ccccc3)c2=O)cc1OC
49	-1	20	2	0.048	-8	-27	-7[20 µM]	13	-0.6	Cc1ccc(C(C(=O)NCC2CCCO2)N(Cc2ccccc2F)C(=O)Cn2nnc(-c3cccs3)n2)cc1 (centres undefined)
50	-2	-2	-2	0.9	-7	-6	-18[20 µM]	4	0.5	CC(C)c1nnc(NC(=O)CCC(=O)NCc2ccc3c(c2)OCO3)s1
51	1	1	-9	-1.1	-2	2	-6	4	0.3	COc1cc(CNC(=O)c2cccc(COc3ccc(Cl)cc3)c2)cc(OC)c1
52	-3	5	1	-0.33	-6	-27	-11[20 µM]	17	-1.0	Cc1ccc(NC(=O)C2C(=O)N(CCO)C3(C)CC2c2ccccc2O3)cc1 (centres undefined)
